High-throughput results (PubChem BioAssay)
MrgX1 agonist – agonists of human MrgX1 receptor. Q96LB2. MrgX1-HEK293 cells, Fluo-4 calcium fluorescence, agonist mode; active compounds read high. B-score at 10 µM. 310,000 compounds, 0.44% hits;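 active = calcium response B-score plate-corrected fluorescence ratio at least 3 library SD, with starting fluorescence B-score inside 5 SD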
Target sequence (Q96LB2 whole entry, looked up): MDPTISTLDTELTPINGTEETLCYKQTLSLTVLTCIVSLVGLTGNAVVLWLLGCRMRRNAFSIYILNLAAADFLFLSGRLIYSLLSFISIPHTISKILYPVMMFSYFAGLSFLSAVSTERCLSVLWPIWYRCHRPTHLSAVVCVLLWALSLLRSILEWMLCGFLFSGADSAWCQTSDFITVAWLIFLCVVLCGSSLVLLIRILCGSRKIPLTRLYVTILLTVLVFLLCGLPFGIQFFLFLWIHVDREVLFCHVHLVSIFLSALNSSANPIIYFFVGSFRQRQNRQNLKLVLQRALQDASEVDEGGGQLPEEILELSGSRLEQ
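Material: MrgX1-expressing HEK293 cells / Dosing: compound as first of three additions / Incubation: overnight seeding, then 1 h dark dye loading / Signal: Fluo-4 NW calcium fluorescence / Evaluation: B-scored fluorescence response ratio / Benchmarks: positive and negative control wells on each plate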
MrgX1 PAM – allosterically activates human MrgX1 receptor signaling. MrgX1-HEK293, Fluo-4 calcium flux, FDSS; active compounds read high. 310,000 compounds, 0.63% hits. AID 588675. B-score at 10 µM;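 active = plate-corrected calcium response at least 3 library SD above typical, normal starting fluorescence, not activating the receptor alone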;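 note: compound read alongside a low EC10 to EC30 dose of BAM8-22 agonist; peak minus trough fluorescence over baseline measured at the second addition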
TRPC4 agonist – TRPC4 (mouse) channel activation; Q9QUQ5; AID 2237; 310,000 compounds, 0.49% hits; B-score at 10 µM; HEK293 TRPC4beta/mu-opioid, Fluo4 calcium fluorescence; active compounds read high;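 active = B-score above 5 SD of library B-scores, and initial fluorescence ratio not above library mean plus 5 SD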;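 note: positive B-score marks a calcium rise read as TRPC4 activation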
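Technique: kinetic Fluo4 calcium fluorescence; Test system: TRPC4beta and mu-opioid receptor HEK293 stable cells; Measure: B-scored integrated calcium fluorescence ratio; Benchmarks: low control buffer alone, high control maximal DAMGO; Schedule: 45 min room-temperature Fluo4 loading, 110 s read.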
RGS4 block – human RGS4 inhibition; 310,000 compounds, 0.45% hits; HEK293 M3R/RGS4 inducible, Fluo-4 calcium flux; active compounds read high; triggered by carbachol at its EC20; AID 463165; B-score at 10 µM;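 active = B-score, a plate-corrected calcium signal, over three deviations above library mean, with baseline fluorescence within five deviations of library mean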;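 note: RGS4 expression induced by doxycycline in cells with stable M3 receptor; B-score is computed from the integrated fluorescence ratio over baseline after carbachol; higher B-score means a larger calcium signal and so more RGS4 inhibition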
Target sequence (P49798 whole entry, looked up): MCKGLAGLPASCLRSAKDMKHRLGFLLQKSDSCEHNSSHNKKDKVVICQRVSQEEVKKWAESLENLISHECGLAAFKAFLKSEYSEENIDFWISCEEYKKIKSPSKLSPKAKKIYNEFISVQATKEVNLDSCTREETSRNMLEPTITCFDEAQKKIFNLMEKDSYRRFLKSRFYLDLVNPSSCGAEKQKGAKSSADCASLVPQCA
ANO1 block – blocks the mouse calcium-activated chloride channel TMEM16A. Q8BHY3. HEK293 TMEM16A/YFP iodide influx fluorescence, ionomycin. normalized B-score (activity score, 25-100; higher = stronger inhibition) at 10 µM. 310,000 compounds, 1.2% hits;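 active = ratio plate-corrected score three or more library SD toward inhibition, starting fluorescence score within five deviations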;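 note: score derived from kinetic fluorescence span divided by baseline fluorescence per well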
TRPC6 act – activators of mouse TRPC6 channel; HEK293-TRPC6 membrane potential dye fluorescence; active compounds read high; B-score at 10 µM; 310,000 compounds, 0.13% hits; Q61143;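 active = B-score of the integrated fluorescence ratio above library mean plus 3 SD, and starting fluorescence ratio within library mean plus 5 SD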;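 note: higher score means more depolarization so channel activation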
TRPC6 inh – blocks the mouse TRPC6 cation channel | HEK293-TRPC6, membrane potential dye, ACh-evoked depolarization; active compounds read low | B-score at 10 µM | 310,000 compounds, 1.1% hits | AID 2553;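 active = B-score under library mean minus 3 SD, initial fluorescence not abnormally high, positive integrated signal ratio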;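 note: B-score derived from integrated fluorescence ratio over the kinetic read; more negative B-score means stronger inhibition of depolarization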
TRPC4 potent – TRPC4 (mouse) allosteric potentiation; Q9QUQ5; HEK293 TRPC4beta/mu-opioid, DAMGO EC20, Fluo-4 Ca2+ flux; active compounds read high; B-score at 10 µM; 310,000 compounds, 0.42% hits;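 active = B-score of calcium response area above 5 SD of library B-scores, with initial fluorescence ratio within 5 SD of library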;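 note: B-score of integrated fluorescence ratio over time as area under calcium response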
TRPC4 inh – blocks the mouse TRPC4 cation channel. Q9QUQ5. HEK293 TRPC4beta/mu-opioid, DAMGO-evoked Fluo4 calcium flux; active compounds read low. B-score at 10 µM. 300,000 compounds, 0.39% hits;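 active = B-score over 3 SD under the library average, no early fluorescence shift, positive overall ratio signal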
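Signal: kinetic Fluo4 fluorescence imaging of calcium influx. Material: stable TRPC4beta/mu-opioid receptor HEK293 cells. Probe or stimulus: DAMGO in two steps, submaximal then maximal.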
MrgX1 antag – human MrgX1 receptor antagonism, primary screen. MRGX1-HEK293 calcium flux, Fluo-4, BAM8-22 antagonism; active compounds read low. B-score at 10 µM. 310,000 compounds, 1.3% hits;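 active = calcium-response B-score plate-corrected more than 3 library SD below zero, starting fluorescence within 5 deviations, no agonist response on first addition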;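 note: peak minus trough fluorescence over baseline after final BAM8-22 challenge near maximal dose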
TMEM16A act – mouse TMEM16A channel activation, primary screen; Q8BHY3; HEK293 TMEM16A/YFP-H148Q/I152L, iodide quench fluorescence; active compounds read low; B-score at 10 µM; 340,000 compounds, 0.3% hits;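 active = fluorescence-ratio B-score plate-corrected deviation score at least 3 library SD below zero, with starting fluorescence score within 5 deviations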;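 note: channel opened by trigger with iodide after compound preincubation; score built on the fluorescence ratio of max minus min over baseline; more negative score means more quench and so TMEM16A activation or potentiation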
* = called active by the depositor; i = inactive.

#	SMILES	MrgX1 agonist	MrgX1 PAM	TRPC4 agonist	RGS4 block	ANO1 block	TRPC6 act	TRPC6 inh	TRPC4 potent	TRPC4 inh	MrgX1 antag	TMEM16A act
1	CC(CCc1ccc(O)cc1)NC1C2CC3CC(C2)CC1C3 (configuration not stated)	i	i	i	i	i	i	i	i	i	i	i
2	CC(C)Oc1ccc(CCC(=O)N/N=C/c2ccncc2)cc1	i	i	i	i	i	i	i	i	i	i	i
3	CCN(CC(=O)Nc1c(F)cccc1F)C(=O)CNC(=O)c1cccc(C)c1	i	i	i	i	i	i	i	i	i	i	i
4	CCCNC(=O)c1oc2ccc3c(c2c1C)C(O)CC(C)(C)O3 (configuration not stated)	i	i	i	i	i	i	i	i	i	i	i
5	CCn1c(SCC(N)=O)nc2cc(S(=O)(=O)N3CCOCC3)ccc21	i	i	i	i	i	i	i	i	i	i	i
6	O=C(Nc1ccc(Br)cc1)C1CCCN1S(=O)(=O)c1cccs1 (configuration not stated)	i	i	i	i	i	i	i	i	i	i	i
7	COC(=O)c1ccc(OCC(O)CN(CC(C)C)CC(C)C)cc1 (configuration not stated)	i	i	i	i	i	i	i	i	i	i	i
8	Cc1nc(C)c(C(=O)NNS(=O)(=O)c2ccc3ccccc3c2)s1	i	i	i	i	i	i	i	i	i	i	i
9	Cc1ccc(C)c(NC(=O)Cc2nc(CCl)cs2)c1	i	i	i	i	i	i	i	i	i	i	i
10	CCC1(C)Cc2ccccc2-c2nc3n(c(=O)c21)CCCCC3 (configuration not stated)	i	i	i	i	i	i	i	i	i	i	i
11	OCCNc1nc(NCc2ccccc2)c2ccccc2n1	i	i	i	i	i	i	i	i	-6*	i	i
12	Cc1ccc(Nc2ccccc2N)cc1	i	i	i	i	i	i	i	i	i	i	i
13	O=C(N[C@@H](Cc1c[nH]c2ccccc12)C(=O)O)C1CCN(S(=O)(=O)c2ccc(Cl)cc2)CC1	i	i	i	i	i	i	i	i	i	i	i
14	CCN(Cc1ccccc1)C(=O)CN1C(=O)COc2ccc(S(=O)(=O)N3CCCCCC3)cc21	i	i	i	i	i	i	i	i	i	i	i
15	O=C(CSc1ccccc1)Nc1nnc(COc2ccc(Cl)cc2)s1	i	i	i	i	i	i	i	i	i	i	i
16	CC(=O)c1c(NCCc2ccccc2)cc(C)oc1=O	i	i	i	i	i	i	i	i	i	i	i
17	CCOc1ccc(C(=O)/C=C/c2ccc(SC)cc2)cc1	i	i	i	i	i	i	i	i	i	i	i
18	O=C(NC(=O)c1cccc(OC(F)(F)C(F)F)c1)OC1CCS(=O)(=O)C1 (configuration not stated)	i	i	i	i	i	i	i	i	i	i	i
19	O=C(CCN1C(=O)C2C3C=CC(C3)C2C1=O)NCCc1ccccc1Cl (configuration not stated)	i	i	i	i	i	i	i	i	i	i	i
20	Cc1nnc(Nc2ccccc2F)s1	i	i	i	i	i	i	i	i	i	i	i
21	O=[N+]([O-])c1cccc(S(=O)(=O)NCc2ccncc2)c1	i	i	i	i	i	i	i	i	i	i	i
22	CCc1ccc(C2=NN(CCC(=O)NC(C)CCc3ccccc3)C(=O)CC2)cc1 (configuration not stated)	i	i	i	i	i	i	i	i	i	i	i
23	CCCC(=O)N1CCN(c2nc3ccccc3s2)CC1	i	i	i	i	i	i	i	i	i	i	i
24	Cc1ccc(Nc2nc(CSc3nnc(-c4cccs4)o3)cs2)cc1	i	i	i	i	i	i	i	i	i	i	i
25	CCN(CC)c1cnn(C/C(=N\OC)c2ccc(Cl)cc2)c(=O)c1Br	i	i	i	i	i	i	i	i	i	i	i
26	O=S(=O)(Nc1ccc(-c2cn3c(n2)SCC3)cc1)c1cccs1	i	i	i	i	i	i	i	i	i	i	i
27	O=C(CN1C(=O)CSC1=O)Nc1ccc(F)c(F)c1F	i	i	i	i	i	i	i	i	i	i	i
28	O=C(c1csc2c1CCCC2)N1CCN(c2ccccc2)CC1	i	i	i	i	i	i	i	i	i	i	i
29	O=C1C(Cl)=C(N2CCCCC2)C(=O)N1Cc1ccccc1	i	i	i	i	i	i	i	i	i	i	i
30	CCOC(=O)CC1CCCCN1Cc1cn(C)nc1-c1ccc2c(c1)OCCO2 (configuration not stated)	i	i	i	i	i	i	i	i	i	i	i
31	COc1ccc(C(=O)N2CCNC(=O)C2CC(=O)Nc2cc(Cl)ccc2OC)cc1 (configuration not stated)	i	i	i	i	i	i	i	i	i	i	i
32	Cc1ccc(C(=O)N2CCSCC2)cc1	i	i	i	i	i	i	i	i	i	i	i
33	O=C1c2cccc3cccc(c23)C(=O)N1Nc1ccccc1	i	i	i	i	i	i	i	i	i	i	i
34	Cc1cc(C)c2c(N)c(C(=O)Nc3ccccc3F)sc2n1	i	i	i	i	i	i	i	i	i	i	i
35	COc1ccccc1CC(=O)Nc1cccc(C)n1	i	i	i	i	i	i	i	i	i	i	i
36	CCC(NC(=O)NC1=NCCS1)(C(F)(F)F)C(F)(F)F	i	i	i	i	i	i	i	i	i	i	i
37	CCN(CC)CCn1c2c(c(SCC(=O)Nc3cc(C)cc(C)c3)nc1=O)CCC2	i	i	i	i	i	i	i	i	i	i	i
38	Cc1ccccc1NC(=O)Cc1nc(COC(=O)CNS(=O)(=O)c2cccc(Br)c2)cs1	i	i	i	i	i	i	i	i	i	i	i
39	COc1ccccc1NC(=O)N1CCCC(c2nc3c(nnn3Cc3ccc(C)cc3)c(=O)[nH]2)C1 (configuration not stated)	i	i	i	i	i	i	i	i	i	i	i
40	CC(=O)CCc1oc2ccc(C)cc2c1Cc1ccccc1	i	i	i	i	i	i	i	i	i	i	i
41	Cc1cc(C(=O)NC2CCCC(C)C2C)c2ccccc2n1 (configuration not stated)	i	i	i	i	i	i	i	i	i	i	i
42	CCN(CC)c1nc(C)c(C(=S)Nc2cc([N+](=O)[O-])ccc2Cl)s1	i	i	i	i	i	i	i	i	i	i	i
43	COC(=O)[C@@]1(C)CC[C@]2(C)CC[C@@]3(C)C(=CC(=O)C4[C@@]5(C)CC[C@H](O)C(C)(C)[C@@H]5CC[C@]43C)[C@H]2C1 (some centres not stated)	i	i	i	i	i	i	i	i	i	i	i
44	Fc1ccc(-n2ncc3c(SCc4cccnc4)ncnc32)cc1	i	i	i	i	i	i	i	i	i	i	i
45	O=C(NC1CCCCCC1)C(=O)NC1CCCC1	i	i	i	i	i	i	i	i	i	i	i
46	O=C(Nc1cccnc1)c1ccc([N+](=O)[O-])cc1Cl	i	i	i	i	i	i	i	i	i	i	i
47	Cc1ccc(-n2nnnc2SCC(=O)N2CCc3ccccc3C2)cc1	i	i	i	i	i	i	i	i	i	i	i
48	O=C(NC(=S)Nc1cccc2cnccc12)c1ccccc1	i	i	i	i	i	i	i	i	i	i	i
49	CCOC(=O)c1sc(NC(=O)c2ccc3nc[nH]c3c2)nc1C	i	i	i	i	i	i	i	i	i	i	i
50	Fc1ccccc1CSc1nnc(Cn2cnc3ccccc32)n1-c1ccccc1	i	i	i	i	i	i	i	i	i	i	i
51	CCOc1ccc2nc(N3CCC(C(=O)N4CCN(C5CCCCC5)CC4)CC3)sc2c1	i	i	i	i	i	i	i	i	i	i	i
52	CCC1(C)Cc2c(sc3nc4n(c(=O)c23)CCS4)CO1 (configuration not stated)	i	i	i	i	i	i	i	i	i	i	i
53	CN(C(=O)COC(=O)CNS(=O)(=O)/C=C/c1ccccc1)C1CCS(=O)(=O)C1 (configuration not stated)	i	i	i	i	i	i	i	i	i	i	i
54	COc1ccc(NC(=O)CSc2nc3ccccc3c(=O)n2C)cc1	i	i	i	i	i	i	i	i	i	i	i
55	CCn1ncc(C2=NOC(C(=O)NCc3ccccc3)C2)c1C (configuration not stated)	i	i	i	i	i	i	i	i	i	i	i
56	N#C/C(=C(/O)c1ccc(Cl)c([N+](=O)[O-])c1)c1nc2ccccc2[nH]1	i	i	i	i	i	i	i	i	i	i	i

Other records
#	SMILES	MrgX1 agonist	MrgX1 PAM	TRPC4 agonist	RGS4 block	ANO1 block	TRPC6 act	TRPC6 inh	TRPC4 potent	TRPC4 inh	MrgX1 antag	TMEM16A act
57	CN(C)c1oc(-c2ccccc2[N+](=O)[O-])nc1C#N	i	i	i	11*	i	i	i	i	i	i	i
58	CCCCc1cc(=O)oc2cc(C)cc(O)c12	i	i	i	i	i	i	i	i	i	i	i
59	Cc1cc(=O)[nH]c(N/N=C/c2cccc(Br)c2)n1	i	i	i	i	i	i	i	i	i	i	i
60	O=C(CCCOc1ccc(Cl)cc1Cl)NCc1ccccn1	i	i	i	i	i	i	i	i	i	i	i
61	CCC(=O)C1CCCN(C(=O)c2cccc(OC3CCN(S(C)(=O)=O)CC3)c2)C1 (configuration not stated)	i	i	i	i	i	i	i	i	i	i	i
62	CCOc1cc(CNCCO)cc(Br)c1OCc1ccc(Cl)cc1Cl	i	i	i	i	100*	i	i	i	i	i	i
63	O=C(Cc1ccccc1)Nc1ccc(NC(=O)c2cccs2)cc1	i	i	i	i	i	i	i	i	i	i	i
64	CC(C)c1cccc(C(C)C)c1NC(=O)CCl	i	i	i	i	i	i	i	i	i	i	i
65	COc1cccc(-c2nc(-c3ccccc3)no2)c1	i	i	i	i	i	i	i	i	i	i	i
66	O=C(Cc1ccc(Br)cc1)NCCN1CCOCC1	i	i	i	i	i	i	i	i	i	i	i
67	CSc1nc(C)c(Cl)c(C)c1C#N	i	i	i	i	i	i	i	i	i	i	i
68	C/C(=N/NS(=O)(=O)c1ccc(C(C)(C)C)cc1)c1ccc2c(c1)OCO2	i	i	i	i	i	i	i	i	i	i	i
69	Cc1ccnc(SCc2cn3c(C)cccc3n2)n1	i	i	i	i	i	i	i	i	i	i	i
70	CN(CCOc1ccccc1)C(=O)CCc1nc2sc3c(c2c(=O)[nH]1)CCCC3	i	i	i	i	i	i	i	i	i	i	i
71	O=C(NCc1cccnc1)NC1(C(F)(F)F)Oc2ccc(Cl)cc2O1 (configuration not stated)	i	i	i	i	i	i	i	i	i	i	i
